# PI4K2A block: PI4K2A (human) kinase inhibition | Q9BTU6 | purified PI4K2A, ADP-Glo luminescence, 1 h; active compounds read low | activity change, negative = inhibition, % at 76.9 µM | 0.13% of 420,000 active; in the data active = activity change below about -50%; inconclusive = mostly about -30% to -49%;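 also: -100% = wells without enzyme as full effect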
#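 PI4K2A activity was measured by ADP-Glo luminescence: enzyme (4 ug/mL stock) and phosphatidylinositol (1.2 mM stock) in Tris pH 7.5/MgCl2/EGTA/Triton X-100 buffer were reacted with ATP (300 microM stock) for one hour at ambient temperature.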
# JMJD2A Tudor: inhibitors of human JMJD2A Tudor domain; 4.4% of 390,000 active; AlphaScreen JMJD2A-Tudor / H3K4me3 peptide binding; Potency, µM (top dose mostly 114 µM), without a hit: at the top dose activity change, negative = inhibition, actives largely listed as inhibitors; also: potency is read from the fitted curve at half-maximal effect; % is scaled to controls: 0 for no effect and ±100 for the full control effect; nearly all actives have a fitted effect of over 50% in size
# BAZ2B inh: blocks human BAZ2B. Potency, µM (series often up to 114 µM), for the others: at the top dose activity change, negative = inhibition, actives largely listed as inhibitors. AlphaScreen BAZ2B-H3K14Ac peptide displacement. 4.4% of 360,000 active. Q9UIF8; also: potency is read from the fitted curve at half-maximal effect; % is scaled to controls: 0 for no effect and ±100 for the full control effect; nearly all actives have a fitted effect of over 60% in size
#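 Compounds, titrated to a top concentration of 110 uM, were incubated 30 min at room temperature with preformed BAZ2B/acetyl-K14 H3 peptide complex (50 nM each). Proximity signal was measured by AlphaScreen after 20 min with beads.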
# ERG Ets-DNA blk: ERG Ets/DNA interaction inhibition; P11308; fluorescence polarization, His-ERG Ets domain / labelled DNA; Potency, µM (titrated, usually from 76.9 µM), inactives show top-dose FP activity, negative = inhibition, actives largely listed as inhibitors; 0.028% of 370,000 active; active = well fitted inhibition curve with a large enough effect in the polarisation, with a control signal flat; inconclusive = small, poorly fitted or top-dose-only effect, or effect the other way, or a change in a side signal; inactive = no such curve, though single readings can be large or run the other way; the % refers to the polarisation;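 also: polarization taken with two DNA probes labelled with fluorescein and Texas red; potency is read from the fitted curve at half-maximal effect; % of control where 0% means no effect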
#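 His-tagged ERG Ets domain (1 uM in the protein solution; 300mM KCl, 50mM Tris-HCl, 1mM EDTA, 1mM DTT, pH 7.5) received compound, then a probe mix of 5 nM fluorescein-DNA and 100nM Texas-615-DNA. Fluorescence polarization was read for both dyes.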
# HP1b chromo inh: inhibitors of HP1-beta chromodomain binding to methylated histone tails | P83916 | AlphaScreen HP1-beta / biotin-H3K9me3 peptide binding | Potency, µM (top dose mostly 114 µM), inactives show at the highest dose activity change, negative = inhibition, usual class: inhibitors | 0.56% of 390,000 active | AID 540317; also: potency is read from the fitted curve at half-maximal effect; nearly all actives have a fitted effect of over 70% in size; inactives centre near 23
# Target sequence (P83916 whole entry, looked up): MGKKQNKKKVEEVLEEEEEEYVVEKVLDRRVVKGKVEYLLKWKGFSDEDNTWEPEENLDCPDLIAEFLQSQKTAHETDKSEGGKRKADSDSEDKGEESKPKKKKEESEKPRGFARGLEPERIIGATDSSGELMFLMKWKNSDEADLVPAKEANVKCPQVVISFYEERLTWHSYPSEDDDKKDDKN
#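 HP1-beta protein (50 nM final) preincubated 30 min at room temperature with biotinylated H3(1-18)K9me3 peptide (50 nM) in PBS pH 7.4, 0.01% Tween-20, then compound added for 30 min. AlphaScreen streptavidin donor/nickel chelate acceptor beads (10 ug/mL final), 30 min dark, luminescence read.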
# RGS4 inh: human RGS4 inhibition; AID 504845; Potency, µM (doses to about 114 µM), for inactives: at the highest dose activity change, negative = inhibition, hits mostly inhibitors; Transcreener GDP fluorescence polarization, RGS4-accelerated GTP hydrolysis; P49798; 0.039% of 390,000 active; also: potency is read from the fitted curve at half-maximal effect; % is scaled to controls: 0 for no effect and ±100 for the full control effect; nearly all actives have a fitted effect of over 75% in size; some results filed as inactive show a strong effect at the top dose
# Target sequence (P49798 whole entry, looked up): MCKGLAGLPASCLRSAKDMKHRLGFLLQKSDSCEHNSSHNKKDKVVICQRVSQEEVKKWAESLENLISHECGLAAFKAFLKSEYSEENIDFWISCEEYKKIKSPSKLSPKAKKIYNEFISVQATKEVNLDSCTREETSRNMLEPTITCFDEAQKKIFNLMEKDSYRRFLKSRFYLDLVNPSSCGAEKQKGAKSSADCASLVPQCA
#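 MLSMR compounds (23 nl, pin-transferred) preincubated 10 min at room temperature with a 500nM (2x) first reagent, then RGS4 at 900nM (2x) plus Transcreener GDP mix added; fluorescence polarization (620/688 nm) read before and after 90 min at 30 °C.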
# G9a inh: blocks human histone lysine methyltransferase G9a. G9a H3K9 monomethylation, AlphaScreen, 2 h. Potency, µM (highest dose often 102 µM), inactives show at the top dose activity, negative = inhibition, hits mostly inhibitors. 8.8% of 350,000 active; also: potency is read from the fitted curve at half-maximal effect; % is scaled to controls: 0 for no effect and ±100 for the full control effect; nearly all actives have a fitted effect of over 75% in size
# Target sequence (Q96KQ7 913-1193 limits assumed): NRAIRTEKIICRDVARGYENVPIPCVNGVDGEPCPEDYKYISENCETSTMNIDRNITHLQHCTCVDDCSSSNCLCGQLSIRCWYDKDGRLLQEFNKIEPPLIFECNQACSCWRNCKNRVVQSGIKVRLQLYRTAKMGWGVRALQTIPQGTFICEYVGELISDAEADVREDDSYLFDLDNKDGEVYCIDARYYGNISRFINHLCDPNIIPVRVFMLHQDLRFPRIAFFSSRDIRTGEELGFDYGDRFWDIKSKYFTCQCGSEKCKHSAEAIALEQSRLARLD
#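 Using a bead-based AlphaScreen, monomethylated H3K9 product from 2 h room-temperature reactions (G9a 20 nM, peptide 500 nM, SAM 20 uM) was detected with 0.5 ug/mL rabbit anti-H3K9me1 antibody.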
# ALOX12 inh: ALOX12 (human) lipoxygenase inhibition | purified 12hLO, xylenol orange hydroperoxide absorbance | Potency, µM (highest dose often 108 µM), inactives show top-dose activity change, negative = inhibition, actives largely listed as inhibitors | 1.1% of 580,000 active | AID 1671190; also: potency is read from the fitted curve at half-maximal effect; % is scaled to controls: 0 for no effect and ±100 for the full control effect
#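 Purified human 12hLO (150 nM final) in 25 mM Hepes, 0.01% Triton X-100, pH 7.0 was preincubated 15 min at room temperature with compound. Then 40 uM arachidonic acid was added, 30 min. Hydroperoxide was read by Fe-XO absorbance ratio 573/405 nm.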
# GLS inh: glutaminase GLS (human) inhibition | O94925 | GLS enzymatic activity, qHTS titration | 0.21% of 410,000 active | Potency, µM (highest dose often 45.5 µM), without a hit: top-dose activity change, negative = inhibition, most hits filed as inhibitors; also: potency is read from the fitted curve at half-maximal effect; % is scaled to controls: 0 for no effect and ±100 for the full control effect
#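 Enzyme dispensed in phosphate buffer (45 mM, pH 8.2, 0.02% Tween-20), compounds pinned in, then 1 mM L-glutamine solution and the glutamate oxidase–HRP–Amplex Red mix added; fluorescence read immediately and again after 30 min at room temperature.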
# * = called active by the depositor; ? = inconclusive; / = no result given; [ ] = another dose, or the depositor's remark. Unless noted, calls follow the shape of the dose curve; as a rule, active = well fitted curve in the direction sought with a large enough effect; inconclusive = small, poorly fitted or top-dose-only effect, or another doubt; inactive = no such curve, though single readings can be large; an effect the other way counts as inactive or inconclusive.
# Values run as follows: RGS4 inh | JMJD2A Tudor | BAZ2B inh | ERG Ets-DNA blk | PI4K2A block | HP1b chromo inh | G9a inh | GLS inh | ALOX12 inh
> COC(=O)c1ccccc1N1CCS(=O)(=O)CC1
  11% | -7% | -20% | -6% | -6 | 25% | 38%[activator][12.7 µM] | 10% | -1%
> COC(=O)CNC(c1ccccc1)c1cc(Br)ccc1N (stereo unspecified)
  -11% | -11% | -21% | 6% | 8 | 22% | -2% | 2% | 10%
> c1ccc(-n2cnnc2SCc2cn3ccccc3n2)cc1
  -1% | -6% | 3% | -1% | 3 | 32% | 50µM* | -1% | 0%
> CC(=O)Nc1ccc(S(=O)(=O)NCCC(=O)OC(C)C(=O)NC2(C#N)CCCCC2)cc1 (stereo unspecified)
  3% | -10% | 7% | 7% | 0 | 30% | -13%[2.33 µM] | 0% | -3%
> CCCCCCN1C2=NCCCN2c2ccccc21
  -27% | -8% | 4% | 0% | -3 | 35% | -5% | -7% | -6%
> CCCNC(=S)NCCN1CCCCC1
  -12%[56.9 µM] | 40µM* | ? | 1% | 11 | -27% | 8.9µM* | 15% | 0.63µM*
> COc1ccc([C@@H]2CC=C(C(=O)O)[C@H](c3cccc(Cl)c3)N2S(=O)(=O)c2ccccc2C)cc1
  -2% | -18% | -5% | -7% | 1 | 31% | -1%[2.33 µM] | 21% | -17%
> CC(=O)c1cccc(NC(=O)N(c2ccccc2)c2ccccc2)c1
  19% | -7% | -5% | 1% | -1 | 29% | -42% | 6% | ?
> COc1cccc(C(=O)Nc2ccccc2C(=O)OCc2cc(=O)n3c4c(sc3n2)CCCC4)c1
  -3% | -15% | -14% | 0% | 3 | -3% | -4%[59 µM] | -13% | ?
> CCC(Sc1nc2ccccc2s1)C(=O)Nc1nnc(C)s1 (stereo unspecified)
  14% | -25% | -2% | -5% | 2 | 12% | -4%[59 µM] | 13% | 0%
> COc1ccc(C2=[N+]([O-])C(C)(C)N(O)C2C)cc1 (stereo unspecified)
  6% | -11% | -5% | 7% | -8 | 24% | 9%[59 µM] | 25% | 4%
> Cc1ccc(NC(=O)NC2C(NC(=O)Nc3ccc(C)cc3)N(C)C(=O)N2C)cc1 (stereo unspecified)
  6% | -26% | -18% | -2% | 7 | 3% | 1%[12.7 µM] | 1% | 21%
> C=C1CCN([C@@H](Cc2ccccc2)C(=O)N2CCOCC2)S(=O)(=O)c2ccccc21
  -5% | -16% | / | 2% | -1 | 22% | / | 11% | 0%
> COc1cccc(NC(=S)N2CCN(C/C=C/c3ccccc3)CC2)c1
  -37% | -33% | ? | -1% | 0 | 26% | 36%[0.501 µM] | 8% | 0%
> O=S(=O)(NCCC1=CCCCC1)c1c(Cl)cccc1Cl
  -37% | 54%[activator] | 73%[activator] | -3% | 0 | 103%[activator] | 104%[activator] | 0% | -18%
> CC(C)NC(=O)Cn1c(SCC(=O)N2CCCCCC2)nc2ccccc21
  15% | -8% | -4% | -5% | 5 | 21% | -42% | -17% | 0%
> CCN(Cc1ccncc1)Cc1cn[nH]c1-c1ccc(OC)cc1F
  -12% | -5% | -15% | 0% | 3 | 16% | 50µM* | 0% | -2%
> CC(=O)Nc1ccc(S(=O)(=O)NCc2nnnn2-c2ccc(F)cc2)cc1
  24% | -3% | 10% | 2% | -1 | 22% | 2% | 0% | 10%
> Cc1cccc(C)c1NC(=O)CSc1ccc([N+](=O)[O-])cn1
  13% | -14% | -6% | 34%[activator] | -2 | 17% | -15%[59 µM] | 5% | -12%
> CC(C)(C)OC(=O)N1CCCN(C(=O)c2ccc(Cl)cc2)CC1
  11% | 1% | -4% | 11% | 0 | 19% | 10% | -14% | ?

# Given bar-delimited: entries from further up
mol | RGS4 inh | JMJD2A Tudor | BAZ2B inh | ERG Ets-DNA blk | PI4K2A block | HP1b chromo inh | G9a inh | GLS inh | ALOX12 inh
COc1cccc(NC(=S)N2CCN(C/C=C/c3ccccc3)CC2)c1 | -37% | -33% | ? | -1% | 0 | 26% | 36%[0.501 µM] | 8% | 0%
O=S(=O)(NCCC1=CCCCC1)c1c(Cl)cccc1Cl | -37% | 54%[activator] | 73%[activator] | -3% | 0 | 103%[activator] | 104%[activator] | 0% | -18%
CC(C)NC(=O)Cn1c(SCC(=O)N2CCCCCC2)nc2ccccc21 | 15% | -8% | -4% | -5% | 5 | 21% | -42% | -17% | 0%
CCN(Cc1ccncc1)Cc1cn[nH]c1-c1ccc(OC)cc1F | -12% | -5% | -15% | 0% | 3 | 16% | 50µM* | 0% | -2%
CC(=O)Nc1ccc(S(=O)(=O)NCc2nnnn2-c2ccc(F)cc2)cc1 | 24% | -3% | 10% | 2% | -1 | 22% | 2% | 0% | 10%
Cc1cccc(C)c1NC(=O)CSc1ccc([N+](=O)[O-])cn1 | 13% | -14% | -6% | 34%[activator] | -2 | 17% | -15%[59 µM] | 5% | -12%
CC(C)(C)OC(=O)N1CCCN(C(=O)c2ccc(Cl)cc2)CC1 | 11% | 1% | -4% | 11% | 0 | 19% | 10% | -14% | ?

# Next section:
# Values run as follows: RGS4 inh | JMJD2A Tudor | BAZ2B inh | ERG Ets-DNA blk | PI4K2A block | HP1b chromo inh | G9a inh | GLS inh | ALOX12 inh
> COc1ccc(CS(=O)/C(Cl)=C(/Cl)C(=O)Nc2ccc(OC)nc2)cc1 (stereo unspecified)
  ? | -10% | -21% | -3% | -11 | 33% | 11µM* | ? | /
> Oc1ccccc1N=Cc1sc2ccccc2c1Cl
  -11% | -27% | ? | -5% | -7 | ? | ? | 22% | -30%
> Nc1nccc(-c2ccc(-n3cccc3)cc2)n1
  -15% | 0% | 2% | -6% | 6 | 35% | 15% | -11% | 1%
> CS/C(N)=N/N=C/c1cc(Br)cc(Br)c1O
  15% | -29% | 13µM* | -2% | 6 | 35%[activator] | 70%[activator][59 µM] | 12% | 8%
> COC(=O)N/N=C1/C/C(=N\NC(=O)OC)c2ccccc21
  3% | -10% | -14% | -2% | ? | 45%[activator] | ? | -5% | -9%
> NC(=S)N/N=C/c1cn(-c2ccccc2)nc1-c1cccnc1
  -67%[11.4 µM] | -24%[11.4 µM] | -5% | 5% | 1 | -7% | 4% | -25% | 0%
> O=C(COC(=O)COc1ccccc1)Nc1cccnc1Cl
  -2% | -7% | / | 6% | -3 | 27% | / | 3% | ?
> O=C(O)c1sc2cc(C(F)(F)F)cnc2c1-c1cccs1
  ? | -8%[11.4 µM] | -27% | 5% | -2 | 28% | ? | 3% | -45%
> COc1cc(/C=C/c2nc(C#N)c(N3CCN(C)CC3)o2)cc(OC)c1OC
  20% | -8% | -3% | -1% | 4 | 38%[activator] | 5%[59 µM] | 1% | -20%
> CCOC(=O)C1CCN(C(C(=O)NC2CCCCC2)c2ccc(OC)cc2)CC1 (stereo unspecified)
  -22%[11.4 µM] | -2%[11.4 µM] | 8% | 4% | 11 | -10% | -16%[12.7 µM] | -5% | -23%
> O=C(COC(=O)c1ccc(O)cc1)Nc1ccccc1
  -19%[56.9 µM] | -6% | -2% | 15% | 5 | 64%[activator] | 21%[0.501 µM] | -9% | -10%
> CC[C@]12c3[nH]c4cc(CCC(=O)N(C)C)ccc4c3CCN1C(=O)[C@@H](CC(=O)NCc1ccc(OC)c(OC)c1)C[C@@H]2C(=O)N1CCN(C(=O)c2ccco2)CC1
  25% | -17% | / | 7% | 0 | 35%[activator] | / | 0% | -3%
> COc1ccccc1NC(=O)N1CCCC1C(=O)Nc1ccc2c(c1)OCO2 (stereo unspecified)
  19% | -17% | 15% | -1% | -1 | 14% | -6%[59 µM] | 4% | -3%
> O=C(O)c1ccccc1C=NNc1ccc([N+](=O)[O-])cn1
  16% | -17% | / | -12% | -9 | -11% | / | -7% | -2%
> CCOC(=O)CSc1nnc(CNC(=O)c2cccs2)n1-c1cc(C)ccc1C
  4% | -12% | -3% | 2% | -1 | 18% | -49% | 2% | 11%
> CC(=O)c1cnc2nc(SCc3ccc(C)cc3)nn2c1C
  -16% | ? | -2% | 4% | 3 | 1% | 22% | -4% | -5%
> COc1ccccc1CC(=O)NC1CC1
  3% | -9% | -10% | 19% | 0 | 25% | 29% | -5% | 7%
> CCOC(=O)c1c(NC(C)=O)sc2c(OC)c(Br)ccc12
  -5% | -9% | 10% | / | -3 | 30% | ? | -2% | -3%[57.4 µM]
> COCC1CCCCN1Cc1cn(-c2ccccc2)nc1-c1ccc2c(c1)OCO2 (stereo unspecified)
  1% | -15% | -20% | -6% | 1 | 13% | -6% | 2% | 23%
> COc1ccc(-n2nnnc2-c2ccc(S(C)(=O)=O)cc2Cl)cc1
  -46% | -9% | 5% | -4% | -2 | 56%[activator] | -8%[2.33 µM] | 3% | -1%
> COc1cccc(-c2nc3c(c(SCC(=O)Nc4cccc(C)c4C)n2)Cc2c(CO)cnc(C)c2O3)c1
  49% | -8% | ? | 1% | -1 | 17% | -18%[59 µM] | -13% | -2%
> CCOC(=O)c1c(N2C(=O)C=CC2=O)sc(C)c1C
  ? | 20µM* | ? | / | 2 | ? | ? | ? | /
> COC(=O)c1c(C)sc(-c2c(-c3ccc(OC)c(F)c3)[nH]c3c2c(=O)n(C)c(=O)n3C)c1O
  6% | 0% | -19% | 20% | 2 | 28% | 3%[59 µM] | -2% | ?

# This is a subset. The share of hits here may be higher or lower than overall.
